XiGFP reactiv = X-chromosome reactivation activator | 360,000 tested, 0.055% active | activation, % at 7.58 µM | AID 743238 | XiGFP mouse fibroblasts, % GFP-positive cells imaging, 3 d; cells co-treated with 5-aza-dC sensitizer; scaled so ellipticine positive control = 100%;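 active means mean normalized replicate activation at least 10% and every replicate at or above 10%; inconclusive means only one of the two criteria met; inactive means mean below 10% and not all replicates reach 10%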;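 further: 0% = median of on-plate neutral control wells and 100% = ellipticine 6 µM median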
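System: 68-5-11 XiGFP fibroblast line; Timing: 3 days compound exposure; Compound dosing: one concentration, pinned; Benchmarks: positive control ellipticine, 6 µM final; Buffer or medium: DMEM containing 5-aza-dC.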
E-selectin induc = induces E-selectin expression in human endothelial cells | P16581 | HUVEC E-selectin immunofluorescence imaging; normalized: neutral wells 0, TNF-alpha wells 100 | activation, % at 7.58 µM | 260,000 tested, 0.37% active;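 active means mean E-selectin-positive cell signal at least 10% of the positive control, reached in at least 60% of replicates, without over 20% cell loss; inconclusive means no rule given, readout overlaps actives, possibly toxicity-flagged; inactive means the rest, including those meeting only one limit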;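 further: in these data hits start at about 27%; measured in HUVEC primary endothelial cells; signal is the percent of cells scored E-selectin positive by PE staining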
Target sequence (P16581 whole entry, looked up): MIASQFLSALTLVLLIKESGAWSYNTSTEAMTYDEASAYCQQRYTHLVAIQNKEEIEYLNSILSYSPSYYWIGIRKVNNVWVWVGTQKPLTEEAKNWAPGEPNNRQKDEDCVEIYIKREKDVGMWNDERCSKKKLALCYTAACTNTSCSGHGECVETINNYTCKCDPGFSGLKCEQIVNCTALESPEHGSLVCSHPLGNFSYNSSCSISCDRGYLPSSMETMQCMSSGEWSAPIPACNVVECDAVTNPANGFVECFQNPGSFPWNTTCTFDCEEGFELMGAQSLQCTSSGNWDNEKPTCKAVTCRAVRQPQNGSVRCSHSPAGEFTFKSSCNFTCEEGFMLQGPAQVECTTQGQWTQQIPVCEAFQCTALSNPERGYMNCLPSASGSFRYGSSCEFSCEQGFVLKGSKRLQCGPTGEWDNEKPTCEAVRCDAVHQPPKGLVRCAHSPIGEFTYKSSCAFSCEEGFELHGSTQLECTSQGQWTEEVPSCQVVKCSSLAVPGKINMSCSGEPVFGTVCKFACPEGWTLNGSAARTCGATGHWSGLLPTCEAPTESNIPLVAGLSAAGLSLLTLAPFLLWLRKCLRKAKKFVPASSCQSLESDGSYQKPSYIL
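Material: HUVEC primary endothelial cells; Amount: 3,000 cells per well; Dosing: single concentration; Medium: EGM-2 growth medium on 0.1% gelatin-coated wells; Read-out basis: percent E-selectin-positive cells; Signal: immunofluorescence imaging; Control set: TNF-alpha, DMSO.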
RAD54 branch = RAD54 (human) branch migration inhibition; inhibition, % at 10.4 µM; RAD54 Holliday junction branch migration, FAM/BHQ fluorescence; Q92698; 360,000 tested, 0.14% active;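 active means mean normalized replicate activity at least 40 and at least half of replicates scoring 40 or more; inconclusive means only one of the two criteria met; inactive means mean below 40 and under half of replicates reaching 40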;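 further: 0% = median of neutral control wells and 100% = median of positive control wells; inhibitors cause a drop in the FAM fluorescence signal; in these data hits start at about 50%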
F508del corr = correctors of CFTR F508del function in bronchial epithelial cells; CFBE cells, YFP halide quenching; stimulated with forskolin plus potentiator P3; % fluorescence drop versus neutral controls; activity (quench increase), % at 7.58 µM; 350,000 tested, 0.36% active; AID 720511;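 active means mean added fluorescence quench of at least 8% versus neutral control, with both replicates also reaching 8%; inconclusive means only one of the mean or replicate conditions met; inactive means mean below 8% and not both replicates reaching 8%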;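 further: cells transiently co-express mutant CFTR-F508del with the halide-sensitive YFP; corrector assay measuring rescue of mutant channel to the surface after 24 h compound exposure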
RAD52 inh = inhibitors of human RAD52 DNA annealing. AID 651710. recombinant RAD52 DNA annealing, FRET fluorescence. P43351. 360,000 tested, 0.46% active. inhibition, % at 18.7 µM;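 active means every replicate showing at least 50% inhibition; inconclusive means mean inhibition at least 50% but not in every replicate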
GSIS activator = GLuc luminescence reporter in INS-1E cells, primary screen for activators of glucose-dependent secretion of insulin; activation, % at 16.6 µM; 370,000 tested, 0.61% active; INS-1E GLuc reporter insulin secretion, 2-3 h;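 active means lowest replicate activation of at least 40%, so every replicate reaches that level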;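 further: 0% = median of neutral control wells and 100% = median of IBMX positive control wells; some compounds called inactive have numbers as strong as hits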
Casp6 inh = caspase-6 (human) enzyme inhibition | P55212 | purified caspase-6, Z-VEID-R110 cleavage fluorescence | inhibition, % at 12.5 µM | 350,000 tested, 0.53% active | AID 686996;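 active means mean inhibition across replicates at least about 35%, with every replicate also reaching that limit, limit read from the data; inconclusive means only one of the two criteria met; inactive means neither criterion met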;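 further: 0% = median of neutral control wells and 100% = no fluorescence left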
DENV2 CPE = inhibitors of DENV2 cytopathic effect; DENV2-infected cells, cytopathic effect rescue, plate reader; CPE inhibition, % at 9.99 µM; 350,000 tested, 1.7% active; in the data active means CPE inhibition above about 20%, passing the limit was not always enough; inconclusive means no clear call, values can overlap the other calls; tested in BHK-21 cells;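 further: 0% = median of neutral control wells and 100% = median of positive control wells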
The depositor's hits bear a star; ? = inconclusive; / = not tested or not shown; & = joins results of further samples.

nr	Compound	XiGFP reactiv	E-selectin induc	RAD54 branch	F508del corr
1	COc1ccc(-c2[nH]nc3oc(=O)c(CCO)c(C)c23)cc1	0.0	/	/	-1.4
2	Cc1ccc(C)c(OCC(=O)NNC(=O)C2CCC2)c1	0.0	/	7	-1.1
3	Cc1cc(C)c2c(c1)C1(OCCO1)C(=O)N2	0.1	0.0	-9	1.2
4	Cc1ccc(C(=O)NNC(=S)Nc2cccc(Cl)c2Cl)cc1[N+](=O)[O-]	/	/	10	-5.6
5	CNC[C@H]1OCc2ccccc2-c2ccccc2C(=O)N([C@@H](C)CO)C[C@H]1C	-0.1&1.0	0.0&-0.3	-1	-4.5&0.9
6	COc1ccc(S(=O)(=O)N(C)C[C@H]2OCCCC[C@H](C)Oc3ccc(NC(=O)Nc4ccc5c(c4)OCO5)cc3C(=O)N([C@H](C)CO)C[C@H]2C)cc1	-0.1	0.2	-15	2.0
7	CC1(C2CC2)NC(=O)N(CC(=O)N2CCN(c3cccc(C(F)(F)F)c3)CC2)C1=O (configuration not stated)	0.1	1.0	3	-5.9
8	Cc1ccc(S(=O)(=O)N(C)C[C@H]2Oc3ccc(NC(=O)Cc4ccccc4)cc3CC(=O)N([C@H](C)CO)C[C@H]2C)cc1	1.0	-0.5	0	3.6
9	Cc1ccc2nc(N(CCCN(C)C)C(=O)COc3ccc(Cl)cc3)sc2c1	3.7	/	/	-0.6
10	CCOC(=O)N(C)C[C@H]1OCc2cnnn2CCCC(=O)N([C@H](C)CO)C[C@@H]1C	0.1&-0.2	-3.5&0.1	-1&-9	-0.2&2.2&-0.1
11	CCCC#Cc1ccc([C@@H]2[C@H]3CN(S(=O)(=O)c4ccccc4C)CCCCN3[C@H]2CO)cc1	0.0	-0.5	3	0.7
12	Cn1nc(C(=O)NCCOc2ccccc2)c2ccccc2c1=O	0.1	-0.8	/	0.1
13	COc1ccc(NC(=O)C2=C(C)NC(=S)NC2c2ccc(O)c(OC)c2)cc1 (configuration not stated)	0.0	/	/	-0.8
14	Cc1nc2c([N+](=O)[O-])c(C)c(C)cc2[nH]1	0.0	/	/	-3.2
15	O=C(Nc1cccc(Cl)c1)N[C@@H]1CC[C@@H](CCNC(=O)C2CCCC2)O[C@H]1CO	0.2	0.0	-16	-1.9

nr	RAD52 inh	GSIS activator	Casp6 inh	DENV2 CPE
1	-7	-6	1	2
2	-16	5	4	18
3	-6	10	0	-8
4	-9	/	6	-9
5	-5	-4&8	1&0	-10&1
6	-9	32	0	-7
7	-3	-32	-1	4
8	6	3	0	-5
9	48	-18	16	3
10	-8&4&-5	8&-6	3&1&-2	15&0&-5
11	-21	-11	-2	18
12	14	5	3	4
13	-1	-2	2	-4
14	-16	-4	6	-2
15	-4	-17	0	-9

Complete entries as entered above:
Cc1ccc(S(=O)(=O)N(C)C[C@H]2Oc3ccc(NC(=O)Cc4ccccc4)cc3CC(=O)N([C@H](C)CO)C[C@H]2C)cc1 is listed as XiGFP reactiv: 1.0; E-selectin induc: -0.5; RAD54 branch: 0; F508del corr: 3.6; RAD52 inh: 6; GSIS activator: 3; Casp6 inh: 0; DENV2 CPE: -5
Cc1cc(C)c2c(c1)C1(OCCO1)C(=O)N2 is listed as XiGFP reactiv: 0.1; E-selectin induc: 0.0; RAD54 branch: -9; F508del corr: 1.2; RAD52 inh: -6; GSIS activator: 10; Casp6 inh: 0; DENV2 CPE: -8
CC1(C2CC2)NC(=O)N(CC(=O)N2CCN(c3cccc(C(F)(F)F)c3)CC2)C1=O (configuration not stated) is listed as XiGFP reactiv: 0.1; E-selectin induc: 1.0; RAD54 branch: 3; F508del corr: -5.9; RAD52 inh: -3; GSIS activator: -32; Casp6 inh: -1; DENV2 CPE: 4

Further records follow.
nr	Compound	XiGFP reactiv	E-selectin induc	RAD54 branch	F508del corr
16	C[C@H]1CN([C@@H](C)CO)C(=O)Cc2cc(NC(=O)CCC(F)(F)F)ccc2O[C@H]1CN(C)Cc1ccncc1	-0.1	-4.5	0	1.5
17	O=S(=O)(c1ccc(SCc2ccccc2F)nc1)N1CCCC1	0.2	/	3	1.4
18	C[C@H](CO)N1C[C@H](C)[C@@H](CN(C)S(=O)(=O)c2ccccc2)Oc2ccc(NC(=O)Nc3ccccc3)cc2C1=O	0.1&0.2	0.1&-0.2	8&1	-1.6&-1.4
19	CC(=O)N1[C@H](CO)[C@@H](c2ccccc2)[C@H]1CNC(=O)CN1CCOCC1	0.2	2.3	-1	-2.8
20	C[C@H](NC(=O)C[C@H]1CC[C@@H]2[C@H](COC[C@H](O)CN2C(=O)Nc2ccccc2)O1)c1ccccc1	0.0	0.0	-7	-0.7
21	Cc1c(OC(C)C(=O)NCCCN2CCOCC2)ccc2c3c(c(=O)oc12)CCCC3 (configuration not stated)	0.1	/	8	-3.9
22	CC1CC(C)CN(C(=O)CCNC(=O)Cn2cnc3ccccc3c2=O)C1 (configuration not stated)	0.2	0.2	-9	-0.9
23	CCCCNS(=O)(=O)c1ccc2nc(-c3cccnc3)cc(C(=O)NC(C)CC)c2c1 (configuration not stated)	-0.1	-0.6	-4	-0.2
24	CCOc1ccc(C(=O)Cc2cc(OC)c(OC)cc2[N+](=O)[O-])cc1	/	/	2	-3.2
25	CCOc1ccccc1-n1c(SCC(N)=O)nnc1-c1ccco1	/	/	/	-1.1
26	C/C=C/c1ccc(C2[C@H]3CNC[C@@H]2N3C(=O)Nc2cccc(Cl)c2)cc1 (some centres not stated)	0.1&0.0	-0.2&0.0	/	2.3&0.7
27	COc1ccc(S(=O)(=O)N2CCCCCC2)cc1NC(=O)c1ccccc1S(C)(=O)=O	0.6	0.0	-2	0.7
28	COc1ccc(NC(=O)COC(=O)[C@@H](NC(=O)c2c(F)cccc2F)C(C)C)cc1	0.0	/	/	3.6
29	O=C(Cc1ccc(Br)cc1)N(Cc1ccccc1)c1ccccn1	0.0	/	0	-0.3
30	Cc1ccc(NC(=O)c2ccc(C)cc2)cc1	0.1	0.4	0	0.4
31	COc1ccc(CCNC(=O)c2c(O)c3cc(OC)c(OC)cc3[nH]c2=O)cc1OC	0.0	0.6	2	1.8
32	Cc1ccc(CCNC(=O)CS(=O)Cc2nc(-c3ccccc3Cl)oc2C)cc1 (configuration not stated)	0.0	-0.2	5	1.9

nr	RAD52 inh	GSIS activator	Casp6 inh	DENV2 CPE
16	-9	16	-4	?
17	-13	-40	-1	-7
18	-9&-12	-6&-3	-2&2	-2&9
19	-5	14	/	10
20	17	-6	-3	-13
21	-8	29	1	1
22	-14	-1	-8	-4
23	-12	8	0	-2
24	3	5	-3	2
25	-14	9	1	1
26	41&3	9&-11	1	-7&-2
27	-11	/	-1	2
28	0	9	9	3
29	-15	-12	-2	2
30	-8	7	-4	-7
31	11	21	-3	-6
32	-20	23	8	1

Nothing new here: entries from further up.
nr	Compound	XiGFP reactiv	E-selectin induc	RAD54 branch	F508del corr
31	COc1ccc(CCNC(=O)c2c(O)c3cc(OC)c(OC)cc3[nH]c2=O)cc1OC	0.0	0.6	2	1.8
32	Cc1ccc(CCNC(=O)CS(=O)Cc2nc(-c3ccccc3Cl)oc2C)cc1 (configuration not stated)	0.0	-0.2	5	1.9

nr	RAD52 inh	GSIS activator	Casp6 inh	DENV2 CPE
31	11	21	-3	-6
32	-20	23	8	1

Screening results (PubChem BioAssay)
